High-throughput results (PubChem BioAssay)
RT RNaseH block = HIV-1 RT RNase H inhibitors, primary screen, biochemical, fluorescence. Gag-Pol polyprotein (Human immunodeficiency virus type 1 group M subtype B (isolate …. RT-RNase H RNA/DNA duplex cleavage. inhibition, % at 10 µM. 65,000 compounds, 1.9% hits; in the data active means inhibition above about 50%
RmlC RmlD mix = RmlC and RmlD coupled enzyme inhibitors, primary screen, biochemical, 384-well, compound mixtures, retest. 110,000 compounds, 0.39% hits. inhibition, % at 5.5 µM. RmlC/RmlD coupled enzyme inhibition, 384-well mixture HTS. AID 1532, 2009; in the data active means inhibition above about 30%, passing the limit was not always enough; inconclusive means no clear call, values can overlap the other calls; further: strong numbers were not always called active
* marks the source's active call; other numbers are inactive results; ? = inconclusive; / = no result given.

Structure	RT RNaseH block	RmlC RmlD mix
O=C(NC(Cc1ccccc1)c1nc2ccccc2[nH]1)C1CC(=O)N(c2ccc3c(c2)OCCO3)C1 (stereo unspecified)	-1	-13
CN(CC(=O)Nc1ccc(S(N)(=O)=O)cc1)c1ccccc1	/	8
O=C(O)C1=C[C@@H](c2ccc(Br)cc2)C[C@@H](OCCCCO)O1	/	9
CS(=O)(=O)Nc1ccc(S(=O)(=O)Nc2nccs2)cc1	-6	-11
CC1CC(C)CN(CC(=O)N2c3ccccc3CCc3ccccc32)C1 (stereo unspecified)	/	-16
Cc1cc(C)c(C)c(OCCOCCN2CCOCC2)c1	-3	?
Cc1ccc2c(c1)C(C)(C)[C@]1(C)NC(=O)CCN21	0	-12
O=C(c1ccccc1)c1ccc2nc[nH]c2c1	-6	-10
O=C1c2cccnc2C(O)N1C1CCCCC1 (stereo unspecified)	-10	-11
COc1ccc(OC)c(N(CC(=O)Nc2ccc3c(c2)OCCO3)S(C)(=O)=O)c1	-3	-4
O=C(NC1CCCCC1)c1ccccc1NC(=O)C1CC(=O)N(c2ccc(Cl)cc2)C1 (stereo unspecified)	/	-13
COc1cc(NC(=O)C2CCCN2C(=O)C2CCC(C)CC2)cc(OC)c1OC (stereo unspecified)	5	-1
Cc1cc(Cl)ccc1OCC(=O)Nc1ccccc1N1CCOCC1	-2	8
O=C(Cc1ccccc1)NNC(=O)c1cccs1	/	4
CCCCNC(=O)OCC(CC)NC(=O)OC(C)C (stereo unspecified)	-1	3
Cc1ccc(/C=N/NC(=S)NC(C)C)o1	/	12
COc1ccc(Cn2c(CCC(=O)N3CCN(c4ccccn4)CC3)nc3ncccc3c2=O)cc1	-12	-8
COc1ccc(S(=O)(=O)Nc2ccccc2C(=O)NCc2ccco2)cc1Br	-29	-15
O=c1[nH]c2ccccc2c(=O)n1Cc1ccco1	-27	7
COc1cc(C(=O)Nc2cccc(-c3nc4ccccc4o3)c2C)cc(OC)c1OC	0	-16
CC(C)CNc1cc(=O)n(C)c(=O)n1C	-6	-20
CCSc1nnc(NC(=O)C(C)(C(F)(F)F)C(F)(F)F)s1	6	8
Cc1noc(C)c1S(=O)(=O)Nc1ccc(C(=O)NC2CCCCCC2)cc1	-8	/
CNCC(O)C(O)C(O)C(O)CO (stereo unspecified)	/	-17
O=C(NCc1ccccc1)NC1(C(=O)N2CCOCC2)CCCCC1	-3	7
O=C(O)CSc1nnc(Cn2nnc3ccccc32)n1CCc1ccccc1	-18	-89
CC1(C)C(=O)OC(c2c(F)c(F)c(F)c(F)c2F)C2(CCCCC2)C1=O (stereo unspecified)	-1	-14
CCCCNC(=S)NNC(=O)c1csc2ccccc12	/	-13
CC(C)OC(=O)c1ccc(NC(=O)Cn2c(-c3nonc3N)nc3ccccc32)cc1	/	16
COc1cc(S(=O)(=O)N2CCCCC2)ccc1NC(C)=O	/	21
COCCN1C(=O)N[C@@H](c2ccco2)C(C(C)=O)=C1C	/	-10
O=C(c1cnn(-c2ccccc2)c1)c1ccc2ccccc2c1O	/	5
O=C(COC(=O)C1CCCCC1C(=O)N1CCc2ccccc21)NCc1ccco1 (stereo unspecified)	24	/
C=C(C)c1cccc(C(C)(C)NC(=O)Nn2cnnc2)c1	-16	-16
Cc1ccc(NS(=O)(=O)c2cc(C(N)=O)ccc2C)cc1	/	-5
CN1CCN(C(=O)c2ccccc2N(Cc2ccccc2)S(=O)(=O)c2ccccc2)CC1	/	2
CC(C)OC(=O)c1cccc(C(=O)Oc2ccc(Br)cc2)n1	/	10
CCc1ccc(NC(=O)CSc2nnc(Cn3c(=O)sc4ccccc43)n2C)cc1	29	-4
COC(=O)c1c(C)[nH]c(C)c1C(=O)c1ccccc1Cc1ccccc1	/	31
Cc1[nH]nc(N=Cc2c(O)n(C)c(=O)n(C)c2=O)c1-c1ccccc1	4	-12
Cc1cc2c3c(ccc(C)c3n1)N=CN2c1ccccc1	/	-5
Cc1ccc(C(=O)C2OC(=O)C(C)(C)C(=O)C2(C)C)cc1 (stereo unspecified)	/	6
O=C1C=C(NCC2CCCO2)C2(CCCCC2)O1 (stereo unspecified)	17	0
COC(=O)c1c(C)cc(C)n2c1nc1ccccc12	-15	13
COc1ccc(NC(=O)Nc2c(C)n(C)n(-c3ccccc3)c2=O)cc1	-1	-6
CCCCCCCCCCCNC(=O)c1ccoc1C	/	13
CCOC(=O)c1[nH]c(C)c(C(=O)N(C)C)c1C	-10	0
COC(=O)C1=C(N)n2c(s/c(=C\c3cccnc3)c2=O)=C(C(=O)OC)C1c1cccnc1 (stereo unspecified)	-4	-23
Clc1ccc(-n2ncc3c(NCc4ccco4)ncnc32)cc1	-4	-7
C=C(C)CSc1nc(N)c2c3c(sc2n1)CCC3	10	27
N#Cc1c(NC(=O)CSC2=NCCS2)sc2c1CCCC2	-1	-5
CCN(CC)c1ncc(C)c(=O)[nH]1	-1	-13
O=C(CCn1c(=O)oc2ccccc21)N1CCC2(CC1)OCCO2	-1	0
Cc1cc(NC(=O)CS(=O)(=O)c2cn(Cc3ccc(F)cc3)c3ccccc23)no1	-5	-9
CCOc1ccc2nc(NC(=S)NCc3ccccc3)sc2c1	/	-3
O=C(NC1=NCCS1)c1ccc2c(c1)C(=O)N(Cc1ccco1)C2=O	-1	-10

(list continues)
Structure	RT RNaseH block	RmlC RmlD mix
CCOC(=O)c1c(C)n(C)c2ccc(OCC(O)CN(CC)CC)cc12 (stereo unspecified)	-6	4
CCOC(=O)c1cc(-c2ccccc2)nc2c1c(C)nn2-c1ccccn1	/	-45
COc1cc(/C=N/Nc2nc(Nc3ccc(C)cc3)nc(-n3nc(C)cc3C)n2)cc(OC)c1OC	/	-15
Clc1nc(NCc2cccnc2)nc(N2CCOCC2)n1	/	1
CCOc1ccc(C2/C(=C(\O)c3c(C)[nH]c(C(=O)OC)c3C)C(=O)C(=O)N2CCN(C)C)cc1 (stereo unspecified)	-10	11
COc1ccc(OC)c(NC(=O)CC(Cc2ccccc2OC)C(=O)O)c1 (stereo unspecified)	-7	8
COc1ccc(NC(=O)c2sc3cc(C(F)(F)F)cnc3c2-c2cccs2)cc1	/	-3
Cc1cccc2cc(COC(=O)C(C)C)c(=O)[nH]c12	-15	13
COC(=O)c1c(C)n(-c2ccc(OC)cc2)c2ccc(O)cc12	28	-10
COc1ccc(-c2nnn(CC(=O)N(Cc3cccs3)C(C)C(=O)NCCC(C)C)n2)cc1OC (stereo unspecified)	/	-9
Cc1ccc2nsnc2c1S(=O)(=O)N1CCN(CCc2ccccc2)CC1	-51	-13
Cc1cnc(C(=O)OCC(=O)NC(C)C)cn1	/	0
Cc1ccc(-n2c(C)cc(/C=N/NC(=O)c3ccncc3)c2C)cc1	/	-1
CCC/C=C(\CCC)C(NC(=O)OCC(C)C)c1ccc(C(=O)OC)cc1 (stereo unspecified)	/	5
O=C(NCc1ccccc1)c1ccc(C2SCC(=O)N2Cc2ccccc2)cc1 (stereo unspecified)	/	5
Cc1nnc(NC(=O)c2ccc(-c3cccc(C(F)(F)F)c3)o2)s1	57*	1
Cc1cc(N2C(=O)C(=O)/C(=C(/O)c3ccc(F)cc3)C2c2ccc(Cl)cc2)no1 (stereo unspecified)	2	-8
Cn1cccc1C(=O)NC(=O)COC(=O)c1ccccc1O	3	1
Cc1nc(SCC(=O)N2CC(C)OC(C)C2)nc(C)c1C (stereo unspecified)	/	7
O=C(Nc1ccccc1)N1CCC(C(=O)N(Cc2ccco2)Cc2cccs2)CC1	-3	-7
Clc1ccc(Cn2ncc3c(NCc4ccccc4)ncnc32)cc1	/	3
O=C(C1CC(c2ccccc2O)=NO1)N1CCCCC1 (stereo unspecified)	/	7
CCCOc1ccc(N2C(=O)CC(S/C(N)=N/N=C(\C)c3cccs3)C2=O)cc1 (stereo unspecified)	/	-5
O=C(NNC1CC(=O)N(c2ccc3c(c2)OCCO3)C1=O)c1ccccc1 (stereo unspecified)	/	-7
COc1cccc(C2N(c3ccc(Cl)c(Cl)c3)C(=O)C3CCCN32)c1OC (stereo unspecified)	-17	4
Cc1ccc(-c2nc3ccccc3s2)cc1NC(=O)c1cc(-n2cnnc2)ccc1Cl	/	-14
O=C(NCCCN1CCOCC1)c1cc2cc(Br)ccc2oc1=O	-10	11
Cc1ccccc1CN(c1ccc(C(=O)N2CCCC2)cc1)S(C)(=O)=O	-9	-1
CC(=O)Nc1ccc(S(=O)(=O)NCc2ccc(C(=O)NCc3ccc4c(c3)OCO4)cc2)cc1	-65	-10
O=C(CSc1nccn1-c1ccc(F)cc1)NCc1ccc2c(c1)OCO2	-17	-4
Cc1ccc(/C=C/C(=O)Nc2ccc(O)c3c(=O)cc(-c4ccccc4Cl)oc23)cc1	/	-10
CCn1c(SCC(=O)N2CCCc3ccccc32)nc2ccccc2c1=O	-4	7
COc1ccc(C2CC(=O)N3CN(c4ccccc4F)CSC3=C2C#N)cc1OC (stereo unspecified)	59*	-3
CC(=O)Nc1cccc(-c2nc3ccc(NC(C)=O)cc3[nH]2)c1	-2	12
CCOC(=O)c1nnn(-c2nonc2N)c1-c1ccc(OCC)cc1	-23	14
Cc1ccccc1/C=N\NC(=O)c1csnn1	/	2
O=C(O)C1CCC(=O)N1C1c2ccccc2Oc2ccccc21 (stereo unspecified)	-7	4
COc1ccc(-n2nc3c(c2NC(=O)c2ccc(Br)cc2)CS(=O)C3)cc1 (stereo unspecified)	-9	6
COc1cc(OC)c(C2=NOC(C(=O)O)C2)cc1Cl (stereo unspecified)	8	-12
CSc1ccc(S(=O)(=O)Nc2cccc(F)c2)cc1	-43	-13
O=c1c2ccccc2oc2cc(C#Cc3ccccn3)ccc12	/	-14
COc1ccc(C)cc1NC(=O)CNC(=O)Cn1ccc2ccccc2c1=O	-16	-14
CC(CN1CCOCC1)C(=O)O (stereo unspecified)	-15	-37
O=P(COc1ccccc1)(c1ccccc1)c1ccccc1	/	8
Cc1ccc(SCc2c(C#N)c3ccccc3n2C)cc1	-26	3
CCN1CCN(CCNC(=O)CCCCCn2c(=O)[nH]c3cc(C(=O)OC)ccc3c2=O)CC1	/	-28
CCCCC(=O)N1CCCC(c2nc3c(nnn3Cc3cc(C)ccc3C)c(=O)[nH]2)C1 (stereo unspecified)	-44	29
CN(Cc1nc(-c2ccncc2)no1)S(=O)(=O)c1ccccc1	-34	-16
CCOc1ccc(NC(=O)CS(=O)(=O)c2cn(C)c3ccccc23)cc1	/	13
CC(C)(C)c1ccc(Cn2ccc(-c3ccc4c(c3)OCO4)n2)cc1	/	-27
CC(C)C1Oc2ccccc2N(CC(=O)N(Cc2ccccn2)C2CC2)C1=O (stereo unspecified)	/	-12
CCOC(=O)CC(=O)CSc1ccc2nnc(-c3ccc(C)cc3)n2n1	-13	-5
Cc1cccc(Cn2c(N3CCN(c4ccccc4)CC3)nc3c2c(=O)n(C)c(=O)n3C)c1	-7	-11
CCOC(=O)C(O)(c1ccc(N(C)C(=O)COc2ccccc2)cc1)C(F)(F)F (stereo unspecified)	/	-10
CCC(=O)Oc1ccc(C(=O)Nc2cccc(C(=O)c3ccccc3)c2)cc1	/	7
Nc1nonc1C(=O)NCCc1ccccc1	-17	-9

Next section.
Structure	RT RNaseH block	RmlC RmlD mix
CN1CCN(C(=O)NC2CCCCC2)CC1	/	5
O=C(OCC(=O)N1CCN(c2ccccc2)CC1)c1ccco1	-4	8
C=C1CCN(c2ccc(C(=O)NCCC)cc2[N+](=O)[O-])CC1	/	8
O=C(Nc1ccc2c(c1)C(=O)N(c1ccccc1)C2=O)C1CCCO1 (stereo unspecified)	/	-130
O=C(CN1C(=O)C2C3C=CC(C3)C2C1=O)Nc1ccc(C(=O)O)cc1 (stereo unspecified)	/	5
CCOC(=O)N1CCN(C(=O)CN(c2ccc(C)c(C)c2)S(=O)(=O)c2ccccc2)CC1	-4	5
CCC(C)NC(=O)c1ccccc1NS(=O)(=O)c1ccc(OC)c(OC)c1 (stereo unspecified)	-3	-5
CC1(C)Cc2c(c(N3CCOCC3)nc3sc(C#N)c(N)c23)CS1	-7	-13
COc1ccc2c(c1OC)C(=O)N1c3ccccc3C(=O)N(c3ccccc3)C21 (stereo unspecified)	0	3
Cn1c(=O)c2[nH]c(C3CCCC3)nc2n(C)c1=O	/	-15

Some of the compounds tested; rates above refer to the full screens.
